Source: PubChem (several laboratories)
MazEF act = MazEF (E. coli) toxin RNase activation; P0AE70; FAM/BHQ RNA-DNA oligo cleavage fluorescence, 5 h; activation, % at 20 µM; actives 0.32% (n = 350,000); AID 504720; in the data active = activation above about 50%
Target sequence (P0AE70 whole entry, looked up): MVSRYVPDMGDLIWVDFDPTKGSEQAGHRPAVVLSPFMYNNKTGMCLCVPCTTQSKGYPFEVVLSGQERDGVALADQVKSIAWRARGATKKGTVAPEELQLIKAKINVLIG
PriA SSB inh = blocks PriA binding to SSB C-terminal tail; AlphaScreen SSBct-PriA binding, biotinylated peptide; inhibition, % at 33 µM; actives 0.6% (n = 430,000); AID 1272365; in the data active = inhibition mostly above about 37%, no sharp cut-off; inactive = mostly below about 20%;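 note: plate controls were negative control peptide for no effect and reference peptide for full effect; strong numbers were not always called active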
DUSP3 inh = DUSP3 (human) phosphatase inhibition | P51452 | recombinant VHR phosphatase, pNPP absorbance | inhibition, % at 13.3 µM | actives 0.52% (n = 290,000) | AID 1654; in the data active = inhibition above about 50%; note: some compounds called inactive have numbers as strong as hits
Target sequence (P51452 whole entry, looked up): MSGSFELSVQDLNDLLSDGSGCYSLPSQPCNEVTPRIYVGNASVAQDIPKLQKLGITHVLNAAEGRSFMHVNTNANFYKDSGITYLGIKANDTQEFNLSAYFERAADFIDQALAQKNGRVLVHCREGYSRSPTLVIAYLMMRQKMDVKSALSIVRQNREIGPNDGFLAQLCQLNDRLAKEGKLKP
3CLpro inhibitor = SARS-CoV 3CLpro protease inhibition; AID 1706; recombinant SARS-CoV 3CLpro, quenched FRET peptide cleavage; inhibition, % at 6 µM; P0C6X7; actives 0.14% (n = 290,000); in the data active = inhibition above about 12%
BH1578 lux ind = induces V. cholerae light production without autoinducers; V. cholerae BH1578 lux reporter, luminescence, 6 h; activation, % at 18.7 µM; actives 0.16% (n = 350,000); AID 588436; in the data active = activation mostly above about 9.7%, no sharp cut-off; note: not every result past the cut was called active; inactives centre near 0; reference of the scale not given here
Rv3671c inh = Rv3671c (M. tuberculosis) protease inhibition; actives 0.048% (n = 320,000); AID 2606; inhibition, % at 5.96 µM; P9WHR9; in the data active = inhibition above about 38%;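 note: extracellular domain of Rv3671c used as enzyme; 0% = enzyme with DMSO and 100% = no enzyme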
PrPC surface inh = cell surface PrPC inhibition, primary TR-FRET screen; P04156; inhibition, % at 13.8 µM; TR-FRET read-out; actives 0.43% (n = 370,000); in the data active = inhibition above about 24%; note: 0% = median of the test wells and 100% = reference compound wells
CCHFV vOTU inh = CCHFV vOTU protease inhibition | Pep-AMC fluorescence | inhibition, % at 11.5 µM | actives 0.55% (n = 370,000) | AID 651958; in the data active = inhibition above about 30%; note: 0% = vehicle wells with enzyme and 100% = no enzyme wells
TcdB inh = inhibitors of Clostridioides difficile toxin B glycohydrolase; P18177; TcdB glycohydrolase enzymatic assay, plate reader; inhibition, % at 9.99 µM; actives 0.24% (n = 350,000); in the data active = inhibition above about 10%
Y pestis TopoI = Y. pestis Topo-I inhibition via cleavage products; Y. pestis Topo-I cleavage product accumulation, plate reader; activity, % at 10 µM; actives 0.064% (n = 360,000); AID 504884; in the data active = activity above about 50%, passing the limit was not always enough; note: inactives centre near 2
An asterisk follows results filed as active; i = inactive; nt = not tested or not shown; & = joins results of further samples. Only part of the results is shown (hit frequency here may not be typical).

SMILES	MazEF act	PriA SSB inh	DUSP3 inh	3CLpro inhibitor	BH1578 lux ind	Rv3671c inh	PrPC surface inh	CCHFV vOTU inh	TcdB inh	Y pestis TopoI
CN(C(=O)c1ccccc1C(=O)OCC(=O)NC(=O)NC(C)(C)C)C1CCCCC1	2	0	-1	6	i	6	1	11	0.2	20
N#C/C(C(=O)N1CCOCC1)=C1\Nc2ccccc2S1	8	nt	10	1	i	2	4	17	nt	5
COc1ccc(N(CC(=O)Nc2cccnc2)S(=O)(=O)c2ccccc2)cc1Cl	3	-11	3	8	i	2	6	-1	1.2	4
CN(NC(=O)CN1C(=O)c2ccccc2C1=O)C1=NS(=O)(=O)c2ccccc21	2	-14	6	-5	-0.5	-7	-2	3	0.6	0
COC(=O)CCC(=O)Nc1ccc(NC(C)=O)cc1	8	-12	-4	1	-1.6	12	6	-3	nt	2
O=C(NCc1ccco1)C1CCC(CNS(=O)(=O)c2cccc3cccnc23)CC1 (stereo not given)	4	-10	6	-3	-0.3	-2	-5	1	1.9	5
Cc1nn(C(C)C(=O)N2CCOCC2)c(C)c1[N+](=O)[O-] (stereo not given)	-10	-14	-3	1	-0.2	-4	9	3	nt	-1
COc1ccc(NC(=O)CCC(=O)Nc2nnc(C(C)C)s2)cc1Cl	0	-12	-10	2	3.8	2	-2	9	0.8	0
O=C(Nc1nc(-c2ccc3c(c2)Cc2ccccc2-3)cs1)c1ccccc1	-7	-4	6	1	-0.2	-7	3	-11	-0.1	-7
COc1cc(/C=C2\CCC(C)C3=C(c4cc(OC)c(OC)c(OC)c4)C(C#N)=C(N)OC32)cc(OC)c1OC (stereo not given)	-178	-3	nt	nt	i	nt	-5	6	0.6	18
C/C(N)=C(/C#N)C(=O)CSc1cc(C)c2ccccc2n1	7	-12	9	3	1.7	-6	9	8	4.0	8
CCn1c(C)nc2cc(C(=O)N/N=C/c3ccc(OC)cc3)ccc21	4	nt	9	3	0.2	9	-4	0	0.4	-3
C=CCC1NS(=O)(=O)OC2CCCC12 (stereo not given)	-16	-6	-7	-7	-1.0	-3	6	17	-3.2	-1
CC(C)NC(=O)N(C)C[C@@H]1Oc2c(NC(=O)C3CCOCC3)cccc2C(=O)N([C@@H](C)CO)C[C@H]1C	10	-12	nt	nt	i	2	1	12	-1.0&1.4	-4
CC1(C)CC(=O)c2sc(NS(C)(=O)=O)nc2C1	-5	-20	32	3	i	1	-8	6	nt	1
O=C(CCCOc1ccc(Br)cc1)NCCc1ccc(OC(F)F)cc1	8	-15	36	-1	3.1	-10	-9	-6	2.1	39
O=S(=O)(Nc1ccc(O)c2ccccc12)c1ccc(F)cc1	35	8	nt	nt	i	-98	-18	81*	0.2	-11
CN(CC(=O)Nc1ccc2c(c1)OCO2)S(=O)(=O)c1ccc2c(c1)CCC(=O)N2	-9	1	-5	1	-0.2	4	9	3	-2.1	-3
CC1CN(C(=O)C(C)N2CCN(c3ccccc3Cl)CC2)CC(C)O1 (stereo not given)	14	-6	-15	1	-0.9	5	-8	4	0.4	-3
O=C(CCSc1ccccc1)N1CCN(c2ccccc2F)CC1	3	-19	-5	-2	i	9	-4	9	2.0	8
COc1ccc(C(=O)NN2C(=S)N(c3ccc(OC)cc3)C(=O)C2CC(N)=O)cc1 (stereo not given)	2	-10	0	2	-0.4	-3	1	-6	1.3	5
CCOC(=O)NC(CC(=O)O)c1ccc(OCC)cc1 (stereo not given)	2	-20	24	0	-0.2	-5	0	-10	nt	10
COc1ccc(-c2oc3cccnc3c2C#CC2(O)CCCCC2)cc1	2	-2	5	3	i	-40	-3	-77	0.9	31
CC1C2(C)OC(=N)C(C#N)(C(C)O2)C1(C#N)C#N (stereo not given)	-72	-2	5	1	-0.4	2	nt	nt	nt	-3
CC1(C)CC(=O)C(C(c2cccc([N+](=O)[O-])c2)C2C(=O)CC(C)(C)CC2=O)C(=O)C1	-1	6	-8	4	-1.5	-11	-5	15	1.7	-9
COc1ccc(NC(=O)CSCC(=O)Nc2nnc(CC(C)C)s2)cc1	-2	-8	nt	nt	i	-3	5	-5	0.9	1
O=C1CN(C(=O)CSc2nc3ccccc3c(=O)n2CCCN2CCOCC2)c2ccccc2N1	-11	-4	9	-4	-0.2	3	3	-9	0.1	7
N#Cc1ccc(S(=O)(=O)NC2CC2)cc1	-37	6	7	3	-0.3	1	-1	-12	1.4	3

Exported bar-delimited: entries from further up.
mol | MazEF act | PriA SSB inh | DUSP3 inh | 3CLpro inhibitor | BH1578 lux ind | Rv3671c inh | PrPC surface inh | CCHFV vOTU inh | TcdB inh | Y pestis TopoI
N#C/C(C(=O)N1CCOCC1)=C1\Nc2ccccc2S1 | 8 | nt | 10 | 1 | i | 2 | 4 | 17 | nt | 5
COc1ccc(N(CC(=O)Nc2cccnc2)S(=O)(=O)c2ccccc2)cc1Cl | 3 | -11 | 3 | 8 | i | 2 | 6 | -1 | 1.2 | 4
CN(NC(=O)CN1C(=O)c2ccccc2C1=O)C1=NS(=O)(=O)c2ccccc21 | 2 | -14 | 6 | -5 | -0.5 | -7 | -2 | 3 | 0.6 | 0
COC(=O)CCC(=O)Nc1ccc(NC(C)=O)cc1 | 8 | -12 | -4 | 1 | -1.6 | 12 | 6 | -3 | nt | 2
O=C(NCc1ccco1)C1CCC(CNS(=O)(=O)c2cccc3cccnc23)CC1 (stereo not given) | 4 | -10 | 6 | -3 | -0.3 | -2 | -5 | 1 | 1.9 | 5
Cc1nn(C(C)C(=O)N2CCOCC2)c(C)c1[N+](=O)[O-] (stereo not given) | -10 | -14 | -3 | 1 | -0.2 | -4 | 9 | 3 | nt | -1

Entries of single compounds as entered above. Order of screens: MazEF act	PriA SSB inh	DUSP3 inh	3CLpro inhibitor	BH1578 lux ind	Rv3671c inh	PrPC surface inh	CCHFV vOTU inh	TcdB inh	Y pestis TopoI
Results for O=C(CCSc1ccccc1)N1CCN(c2ccccc2F)CC1 : 3	-19	-5	-2	i	9	-4	9	2.0	8
Results for O=C(NCc1ccco1)C1CCC(CNS(=O)(=O)c2cccc3cccnc23)CC1 (stereo not given) : 4	-10	6	-3	-0.3	-2	-5	1	1.9	5
Results for O=C(CCCOc1ccc(Br)cc1)NCCc1ccc(OC(F)F)cc1 : 8	-15	36	-1	3.1	-10	-9	-6	2.1	39
Results for COc1cc(/C=C2\CCC(C)C3=C(c4cc(OC)c(OC)c(OC)c4)C(C#N)=C(N)OC32)cc(OC)c1OC (stereo not given) : -178	-3	nt	nt	i	nt	-5	6	0.6	18
